TCR CD3 inh: blocks the human TCR-CD3 interaction. TAMRA-labeled TCR probe fluorescence, biochemical. inhibition, % at 9.4 µM. 360,000 compounds, 0.37% hits. AID 651800; in the data active means inhibition above about 19%;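 further: recombinant mutant TCR 2C K166C tagged with TAMRA read by polarization; 0% = receptor in buffer alone and 100% = receptor with positive control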
ABHD4 inh: inhibitors of mouse ABHD4; Q8VD66; purified mABHD4, FP-Rh probe fluorescence polarization; inhibition, % at 8.92 µM; 370,000 compounds, 0.54% hits; AID 720543;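 active means inhibition exceeding the mean over every tested compound plus 3 SD, cut at about 30% in these data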;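 further: 0% = plate median of compound wells and 100% = S159A mutant with DMSO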
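Test system: mouse ABHD4 enzyme, wild type. Reagent: FP-Rh fluorescent activity-based probe, added after compound pre-incubation. Timing: pre-incubation 45 min, probe exposure 60 min, at 25 °C. Technique: FP readout, ex 525 nm / em 598 nm. Benchmarks: high control S159A mutant with DMSO, low control median of compound wells.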
TDP2 inh: blocks human TDP2 phosphodiesterase activity. O95551. recombinant TDP2, T5PNP hydrolysis, p-nitrophenol absorbance 415 nm. inhibition, % at 12.8 µM. 370,000 compounds, 0.34% hits;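 active means inhibition above the mean of all tested compounds plus 3 SD, set per campaign, cut at about 25% in these data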;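 further: 0% = DMSO with enzyme and 100% = buffer with substrate but no TDP2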
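Test system: Human TDP2 enzyme | Reagent: 5 mM T5PNP | Compound dosing: 12.8 µM single point, 1% DMSO | Incubation: Enzyme reaction with compound for 2 h at 37 °C | Technique: p-Nitrophenol epi absorbance | Read-out: % inhibition relative to enzyme-containing and enzyme-free wells | Benchmarks: High control without enzyme, low control DMSO plus TDP2 | Replicates: Singlicate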
PG9 Ab binder: PG9 antibody binding by small molecule | TR-FRET gp120-PG9 antibody binding | inhibition, % at 6.7 µM | 360,000 compounds, 0.43% hits; in the data active means inhibition above about 8.5%
LEDGF integ inh: blocks HIV-1 LEDGF/p75-dependent DNA integration | TR-FRET IN-LEDGF/p75 DNA integration, Eu/Cy5 | inhibition, % at 3.7 µM | 370,000 compounds, 0.64% hits | AID 743269;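 active means inhibition above the screen-wide mean plus 3 SD, cut at about 13% in these data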;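 further: signal is the Cy5 over europium emission ratio at 671 and 618 nm; 0% = plate median of compound wells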
PRMT1 FP inh: PRMT1 (human) inhibition, primary screen | inhibition, % at 2.79 µM | recombinant PRMT1, activity-based probe fluorescence polarization | 370,000 compounds, 1.3% hits | Q99873;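 active means inhibition above about 21% made by adding two undisclosed values, limit read from the data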
DDE Tn7 FP inh: disrupts Tn7 cyclic peptide binding to fibrin D-Dimer-E complex; inhibition, % at 8.3 µM; 370,000 compounds, 0.13% hits; AID 720508; P02675; FP displacement of FITC-Tn7 peptide from fibrin DD(E); 0% = median of compound wells per plate;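 active means inhibition above the mean of compounds falling within the control limits plus 3 SD of them, cut at about 14% in these data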;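 further: 0% = plate median of compound wells and 100% = 10 µM Aha-Tn7 peptide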
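Measure: % inhibition scaled between sample-field median and high-control FP; Test system: human fibrin DD(E); Quantity: 2 µM final DD(E) protein; Doses: one dose, 8.3 µM nominal; Schedule: compound with protein 10 min, then 3 h after probe, room temperature; Detection: fluorescence polarization; Medium: Tris buffer with calcium and detergent, pH 7.8.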
HTRA1 inhibitor: inhibitors of human serine peptidase HTRA1. 340,000 compounds, 0.5% hits. recombinant HTRA1, FP-rhodamine activity-based probe, fluorescence polarization. inhibition, % at 5.96 µM. Q92743. AID 504803; in the data active means inhibition above about 36%;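 further: 0% = enzyme with DMSO and 100% = wells lacking enzyme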
SIAE primary: inhibitors of human sialic acid acetylesterase SIAE; SIAE FP-Rh probe binding, fluorescence polarization; Q9HAT2; 370,000 compounds, 0.69% hits; inhibition, % at 9.66 µM;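 active means inhibition above a cutoff: mean of compounds within the control limits plus 3 SD of those, cut at about 17% in these data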;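 further: 0% = plate median of compound wells and 100% = probe without SIAE protein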
UHRF1 binding: blocks human UHRF1 binding to methylated DNA | Q96T88 | UHRF1 binding to methylated oligo, TR-FRET | inhibition, % at 4.4 µM | 370,000 compounds, 0.75% hits | AID 687016; in the data active means inhibition above about 21%;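 further: UHRF1 SRA domain binding a hemimethylated CpG hairpin DNA probe; 0% = median of test compound wells and 100% = reference inhibitor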
Target sequence (Q96T88 whole entry, looked up, the tested form may be a part): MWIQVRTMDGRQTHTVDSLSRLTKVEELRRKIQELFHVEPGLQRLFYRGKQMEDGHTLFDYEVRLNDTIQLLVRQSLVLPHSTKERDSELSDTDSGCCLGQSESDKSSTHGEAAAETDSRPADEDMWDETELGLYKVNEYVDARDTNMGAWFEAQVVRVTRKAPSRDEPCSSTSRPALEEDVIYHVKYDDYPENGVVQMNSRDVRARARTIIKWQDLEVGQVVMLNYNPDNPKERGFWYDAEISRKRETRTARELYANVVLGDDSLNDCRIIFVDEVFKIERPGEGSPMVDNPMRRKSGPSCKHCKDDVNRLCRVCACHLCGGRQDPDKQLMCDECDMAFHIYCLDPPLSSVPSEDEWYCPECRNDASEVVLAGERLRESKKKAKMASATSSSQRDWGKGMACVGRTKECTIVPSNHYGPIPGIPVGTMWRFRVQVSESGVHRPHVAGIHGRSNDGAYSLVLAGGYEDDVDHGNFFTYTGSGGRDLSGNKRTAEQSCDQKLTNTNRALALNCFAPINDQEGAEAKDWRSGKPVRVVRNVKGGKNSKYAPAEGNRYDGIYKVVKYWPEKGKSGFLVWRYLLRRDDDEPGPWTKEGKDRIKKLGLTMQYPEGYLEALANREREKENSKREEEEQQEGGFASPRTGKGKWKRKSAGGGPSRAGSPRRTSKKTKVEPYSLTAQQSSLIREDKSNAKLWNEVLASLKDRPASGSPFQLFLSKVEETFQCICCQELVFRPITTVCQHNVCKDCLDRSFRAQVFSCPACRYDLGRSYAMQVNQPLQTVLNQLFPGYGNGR
* = called active by the depositor; . = not tested or not shown.

SMILES | TCR CD3 inh | ABHD4 inh | TDP2 inh | PG9 Ab binder | LEDGF integ inh | PRMT1 FP inh | DDE Tn7 FP inh | HTRA1 inhibitor | SIAE primary | UHRF1 binding
CC(C)(C)NCc1cc2ccccc2[nH]c1=O | 4 | -5 | 8 | 1.4 | 0 | -4 | 0 | -5 | 9 | 1
Cc1ccc(S(=O)(=O)N2CCN(C(=O)CCn3cncn3)CC2)cc1 | 3 | 7 | 10 | -2.8 | -1 | 4 | 0 | 0 | -2 | 0
O=C(NCc1cccc(C(F)(F)F)c1)C1CC(c2cccc(F)c2)=NO1 (configuration not stated) | 17 | -5 | -1 | -1.6 | 1 | 3 | 6 | -8 | -2 | 7
O=S(=O)(Nc1cccc(-c2cn3c(n2)SCC3)c1)c1ccc(F)cc1F | 2 | -1 | 10 | -0.9 | 1 | 0 | 0 | -5 | 2 | -2
COc1ccc(C(C)=O)c(Oc2cc(NN3CCCCC3)c([N+](=O)[O-])cc2[N+](=O)[O-])c1 | 1 | 1 | 10 | 0.5 | -1 | -1 | -1 | 3 | 0 | -2
CC1(C)CC(=O)C2=C(C1)NCN(Cc1ccc3c(c1)OCO3)C2 | 4 | 4 | -3 | -1.1 | 0 | 0 | 9 | 4 | -8 | 0
Cc1nc(C)c(CC(=O)N/N=C/c2ccc(O)cc2)c(=O)[nH]1 | -4 | 0 | -1 | -1.4 | -3 | 3 | -3 | -4 | -1 | -1
Cc1cc(NC(=O)c2cc3n(n2)C(C(F)(F)F)CC(c2ccc(Cl)c(Cl)c2)N3)no1 (configuration not stated) | 5 | 1 | -4 | 1.2 | -3 | 0 | 7 | -39 | -2 | -2
COc1ccc([N+](=O)[O-])cc1NC(=O)COC(=O)Cc1cc(OC)c(OC)c(OC)c1 | -5 | 1 | 11 | -0.6 | 2 | 1 | -11 | -2 | -6 | 2
O=C(COc1cccc2c1CCN(Cc1ccc(Br)cc1)C2=O)N1CCOCC1 | -6 | 1 | 8 | -0.5 | 1 | 0 | -4 | 3 | 7 | -3
C=CCSc1cc(C)nc2c(-c3ccc(Cl)cc3)c(C)nn12 | -1 | 1 | -4 | -0.7 | -4 | -1 | -4 | -6 | -5 | -16
COC(=O)c1oc2c(c1C)C(=O)CCC2 | 1 | -1 | 0 | -1.9 | -6 | 0 | 2 | . | -10 | 3
COc1cccc2[nH]c3c(N4CCC5(CC4)OCCO5)ncnc3c12 | -3 | 4 | 3 | 1.0 | -4 | 1 | 7 | 0 | -2 | 2
Cc1ccc(-c2cc(C(=O)N3CCN(c4ccccc4O)CC3)c3ccccc3n2)cc1 | -2 | -2 | 6 | -2.0 | 4 | 0 | -5 | -53 | 0 | -1
COC(=O)N1C[C@H](OCc2ccc3c(c2)OCO3)[C@H]2C[C@@H]1c1ccccc1O2 | 6 | 5 | -9 | -1.1 | -1 | 2 | -2 | . | 1 | -1
COc1ccc(S(=O)(=O)N2CCOCC2)cc1NC(=O)/C=C/c1ccc(F)cc1 | 1 | -6 | 14 | 0.0 | 6 | -3 | -7 | -16 | -4 | 0
N#CCCN(Cc1ccccc1)C(CCc1ccccc1)C(=O)NC1CCCCC1 (configuration not stated) | -1 | -12 | -4 | -2.0 | -4 | 6 | 5 | . | -4 | 1
COc1ccc(S(=O)(=O)N/N=C(/C)c2ccc(Cl)cc2)cc1 | 2 | -1 | -3 | -0.3 | -3 | 0 | -1 | 3 | -2 | 3
COc1ccc(C(C(=O)Nc2ccc3c(c2)OCCO3)n2c(=O)c(-c3ccco3)nc3ccccc32)cc1 (configuration not stated) | -11 | -15 | 4 | 0.3 | -1 | 11 | 2 | . | -5 | 0
CCOc1ccccc1N(CC(=O)NC1CCCCC1)S(C)(=O)=O | -2 | 8 | 1 | -1.2 | -1 | -1 | 0 | 2 | -3 | -1
CCCCCCN1CCN(C2CN(Cc3cn(Cc4ccc(C)cc4)nn3)S(=O)(=O)C2)CC1 (configuration not stated) | 6 | -4 | -17 | 1.4 | 4 | -1 | 2 | . | -10 | 12
COc1ccccc1Cc1c(-c2ccc(C#N)cc2)nc2c(C)cc(Br)cn12 | 3 | -11 | -6 | 3.1 | 5 | 2 | 3 | . | -1 | 5
CCOC1=C2CN(S(=O)(=O)c3ccc(C)cc3)[C@@H](c3ccc(CC)cc3)C[C@H]2[C@H]2C(=O)N(c3ccccc3)C(=O)[C@H]2C1 | 5 | -1 | 3 | 2.9 | 6 | -5 | -8 | . | 1 | -3
C=CCn1c(SCC(=O)Nc2c(C)n(C)n(-c3ccccc3)c2=O)nc2sc(C)c(C)c2c1=O | 2 | -1 | 1 | 0.5 | 0 | 1 | 0 | -7 | 3 | -2
CCSc1nnc(NC(NC(C)=O)(C(F)(F)F)C(F)(F)F)s1 | 0 | -7 | 0 | -1.1 | -4 | 1 | 2 | 0 | 0 | 1

In another format: four of the compounds above
Molecule,TCR CD3 inh,ABHD4 inh,TDP2 inh,PG9 Ab binder,LEDGF integ inh,PRMT1 FP inh,DDE Tn7 FP inh,HTRA1 inhibitor,SIAE primary,UHRF1 binding
CC(C)(C)NCc1cc2ccccc2[nH]c1=O,4,-5,8,1.4,0,-4,0,-5,9,1
CCOc1ccccc1N(CC(=O)NC1CCCCC1)S(C)(=O)=O,-2,8,1,-1.2,-1,-1,0,2,-3,-1
Cc1nc(C)c(CC(=O)N/N=C/c2ccc(O)cc2)c(=O)[nH]1,-4,0,-1,-1.4,-3,3,-3,-4,-1,-1
COc1ccc(C(C(=O)Nc2ccc3c(c2)OCCO3)n2c(=O)c(-c3ccco3)nc3ccccc32)cc1 (configuration not stated),-11,-15,4,0.3,-1,11,2,.,-5,0

Further entries follow:
SMILES | TCR CD3 inh | ABHD4 inh | TDP2 inh | PG9 Ab binder | LEDGF integ inh | PRMT1 FP inh | DDE Tn7 FP inh | HTRA1 inhibitor | SIAE primary | UHRF1 binding
CC(=O)Nc1cccc(NC(C)=C(C#N)C#N)c1 | -5 | -2 | -1 | -0.8 | 2 | 1 | 3 | 8 | 4 | 3
Cc1cc(F)ccc1S(=O)(=O)NCC(c1ccc2c(c1)OCO2)N1CCOCC1 (configuration not stated) | 6 | 2 | -3 | 0.5 | 1 | 1 | 0 | -7 | 5 | -2
CCOC(=O)c1[nH]c2ccc(F)cc2c1NC(=O)c1cc(OC)c(OC)c(OC)c1 | -2 | 4 | -10 | -0.6 | -8 | 3 | -1 | -21 | 3 | 3
CC1=NNC(=O)C1CCC(=O)N/N=C(/C)c1ccc([N+](=O)[O-])cc1 (configuration not stated) | -1 | -7 | 4 | -4.1 | 3 | -1 | 5 | 0 | 12 | -2
CS(=O)(=O)Nc1ccccc1C(=O)Nc1cccc(Cl)c1 | 4 | -10 | 13 | -1.2 | -3 | -1 | 2 | -5 | -2 | 0
NS(=O)(=O)c1ccc(CCNC(=O)C2COc3ccccc3O2)cc1 (configuration not stated) | 5 | 1 | 6 | 0.2 | 1 | -2 | 2 | 3 | 2 | -3
Cc1ccc(SCC(=O)NCC(C)C)cc1 | 1 | 4 | -1 | 0.5 | 1 | 1 | 5 | 2 | 5 | -1
NS(=O)(=O)c1ccccc1NC(=S)Nc1ccccc1S(N)(=O)=O | 2 | 3 | -12 | -2.0 | 3 | 2 | 2 | -1 | -5 | -2
COc1ccc2ccccc2c1/C=N/NC(=O)CC1(C)OCCCO1 | 0 | 0 | -7 | -0.5 | -2 | 1 | 2 | -2 | -1 | -2
O=C(C[n+]1cc(Br)cc2ccccc21)c1ccc(F)cc1 | 3 | 5 | 13 | -2.8 | -2 | 17 | 5 | -7 | 6 | -4
C[C@H](N)c1nnc(SCC(=O)c2ccc(Cl)cc2)o1 | 0 | 5 | -4 | 0.3 | 3 | -4 | -1 | 0 | -5 | 0
C(=N\N=C\c1ccncc1)/c1ccncc1 | 0 | -3 | 10 | 1.5 | -1 | 0 | -2 | -6 | 2 | -2
CCOC(=O)Cn1nc(C)c(NC(=O)c2cccc([N+](=O)[O-])c2)c1C | -7 | -14 | -5 | 0.6 | -3 | 7 | 10 | 5 | -5 | 2
Cn1c(COc2ccccc2)nnc1SCC(=O)Nc1ccc(N2CCOCC2)c(Cl)c1 | 0 | 1 | -9 | 0.2 | -2 | 2 | 5 | 3 | 0 | 5
COc1ccccc1CNC(=O)c1ccc(Cl)c(NC2=NC3CS(=O)(=O)CC3S2)c1 (configuration not stated) | -9 | -3 | -6 | 1.1 | -6 | 2 | -8 | 0 | 5 | 2
CCN(CC)CCNc1ccc(CO)c2oc3ccccc3c(=O)c12 | -6 | 4 | -9 | -0.9 | 3 | -2 | -11 | -7 | 1 | -12
CCCCCC1CCC(C(=O)NCCN2CCOCC2)CC1 (configuration not stated) | 2 | 9 | 14 | -2.4 | -6 | 1 | 4 | 4 | 4 | 0
O=C(c1ccc2c(=O)n3c(nc2c1)CCCCC3)N1CCN(C(c2ccccc2)c2ccccc2)CC1 | -1 | -3 | -9 | -0.7 | 0 | 2 | -2 | -34 | -11 | 1
O=C(CSc1nncs1)N1c2ccccc2Sc2ccccc21 | -2 | -1 | 2 | 0.6 | -2 | 2 | -5 | -7 | 8 | 1
CCCn1c(SCC(=O)c2c(N)n(C3CC3)c(=O)[nH]c2=O)nc2cc(S(N)(=O)=O)ccc21 | -10 | 3 | -3 | 1.1 | 0 | 3 | -4 | 4 | 3 | 1
CCN(CC)c1ccc(N)cc1S(=O)(=O)Nc1ccccc1OC | -1 | 7 | -4 | 1.4 | -6 | 46* | -3 | 17 | 5 | 2
COc1ccc(C2=NN(Cc3ccccc3)C3C(=O)NC(=O)C23)cc1 (configuration not stated) | -4 | -1 | -5 | -1.1 | 0 | 6 | 6 | -3 | 2 | -1
COc1ccccc1/C=N/n1c(N)c(C(=O)NC2CCCCC2)c2nc3ccccc3nc21 | -5 | 3 | 4 | 1.5 | 1 | -2 | -3 | 5 | -2 | -4
CCC(=O)N(c1nnc(SCC(=O)NN2C(=O)NC3(CCCCC3)C2=O)s1)C1CC1 | 7 | 1 | 1 | -0.2 | 0 | -4 | -5 | 1 | 2 | -2
Cc1ccccc1OCCSCc1nc2ccccc2[nH]1 | 6 | -1 | 2 | -1.5 | 0 | -3 | -3 | -14 | -2 | 2
Cc1onc(-c2ccccc2)c1C(=O)Nc1ccc2c(c1)OCO2 | -1 | 2 | 7 | 0.1 | 0 | -1 | 3 | 5 | 4 | -1
CC[C@]12c3[nH]c4ccccc4c3CCN1C(=O)C(CC(=O)NCCN1CCOCC1)C[C@@H]2C(=O)N1CCN(C(=O)c2ccco2)CC1 (some centres not stated) | 6 | -5 | 2 | -1.6 | 2 | -2 | -4 | 7 | 3 | 2
O=C(CSc1nc2[nH]ncc2c(=O)[nH]1)Nc1ccc(F)cc1 | 6 | 4 | 1 | -0.5 | 1 | -2 | 4 | 4 | 8 | 0

Source: PubChem BioAssay
